Assay outcomes (PubChem BioAssay)
PfHsp40 rescue – compounds rescuing yeast from Plasmodium falciparum HSP40 toxicity | S. cerevisiae expressing PfHsp40, growth rescue, ATP luminescence | growth rescue, % at 12.5 µM | 340,000 compounds, 0.68% hits | AID 504582; in the data active = growth rescue above about 28%, passing the limit was not always enough;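 also: yeast W303a lacking pdr1 and pdr3 grown in galactose medium; growth measured after three days at 30 °C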
TcdB GH inh – TcdB glycohydrolase inhibition. TcdB glycohydrolase enzymatic assay, plate reader. inhibition, % at 9.99 µM. 350,000 compounds, 0.24% hits; in the data active = inhibition above about 10%
CCHFV vOTU inh – blocks the CCHF virus ovarian tumor domain protease; CCHFV vOTU protease, Pep-AMC fluorescence; inhibition, % at 11.5 µM; 370,000 compounds, 0.55% hits; AID 651958; in the data active = inhibition above about 30%; also: 0% = vehicle wells with enzyme and 100% = no enzyme wells
BoNT-A LC inh2 – blocks Botulinum neurotoxin A light chain protease; AID 588499; multiplex microsphere protease substrate cleavage, flow cytometry; 360,000 compounds, 0.17% hits; inhibition, % at 10 µM; also: plate controls were buffer without enzyme for full effect and enzyme alone for no effect
3CLpro inhibitor – SARS-CoV 3CLpro protease inhibition; AID 1706; inhibition, % at 6 µM; recombinant SARS-CoV 3CLpro, quenched FRET peptide cleavage; 290,000 compounds, 0.14% hits; P0C6X7; in the data active = inhibition above about 12%
Anthrax LF prot – blocks Bacillus anthracis lethal factor protease; 360,000 compounds, 0.12% hits; inhibition, % at 10 µM; P15917; multiplex microsphere protease cleavage assay, LF; also: plate controls were buffer without enzyme for full effect and enzyme alone for no effect
Target sequence (P15917 whole entry, looked up): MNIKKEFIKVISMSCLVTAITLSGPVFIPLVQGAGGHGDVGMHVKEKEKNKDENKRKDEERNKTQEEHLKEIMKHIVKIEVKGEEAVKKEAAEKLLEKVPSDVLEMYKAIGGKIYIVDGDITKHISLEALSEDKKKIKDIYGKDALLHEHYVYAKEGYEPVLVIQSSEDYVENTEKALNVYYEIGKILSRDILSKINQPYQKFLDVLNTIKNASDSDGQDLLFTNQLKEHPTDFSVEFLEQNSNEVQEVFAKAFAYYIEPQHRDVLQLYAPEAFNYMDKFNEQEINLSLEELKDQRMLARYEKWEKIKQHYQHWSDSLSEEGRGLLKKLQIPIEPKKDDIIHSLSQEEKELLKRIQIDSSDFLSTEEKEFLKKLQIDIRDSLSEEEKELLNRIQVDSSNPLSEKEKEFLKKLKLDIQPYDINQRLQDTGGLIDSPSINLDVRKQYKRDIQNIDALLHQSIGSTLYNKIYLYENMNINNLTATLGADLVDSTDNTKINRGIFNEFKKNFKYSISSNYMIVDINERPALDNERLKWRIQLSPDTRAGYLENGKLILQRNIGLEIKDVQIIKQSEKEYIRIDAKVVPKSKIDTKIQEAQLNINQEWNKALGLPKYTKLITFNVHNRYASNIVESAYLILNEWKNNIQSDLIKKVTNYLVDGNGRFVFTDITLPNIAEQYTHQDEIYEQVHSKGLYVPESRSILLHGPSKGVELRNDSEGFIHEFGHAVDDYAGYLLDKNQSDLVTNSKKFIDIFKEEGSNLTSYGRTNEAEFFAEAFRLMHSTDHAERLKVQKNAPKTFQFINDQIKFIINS
DUSP3 inh – blocks human VHR1 dual specificity phosphatase; recombinant VHR phosphatase, pNPP absorbance; inhibition, % at 13.3 µM; P51452; 290,000 compounds, 0.52% hits; in the data active = inhibition above about 50%; also: some compounds called inactive have numbers as strong as hits
Target sequence (P51452 whole entry, looked up): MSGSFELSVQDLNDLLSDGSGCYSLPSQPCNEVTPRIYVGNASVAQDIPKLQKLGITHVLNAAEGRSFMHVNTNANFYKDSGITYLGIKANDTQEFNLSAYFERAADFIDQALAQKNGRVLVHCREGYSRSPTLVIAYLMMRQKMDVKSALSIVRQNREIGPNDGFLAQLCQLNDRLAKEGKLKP
SSB-PriA inh – inhibitors of Klebsiella pneumoniae PriA binding to SSB C-terminal tail | 430,000 compounds, 0.6% hits | AID 1272365 | AlphaScreen SSBct-PriA binding, biotinylated peptide | inhibition, % at 33 µM; in the data active = inhibition mostly above about 37%, no sharp cut-off; inactive = mostly below about 20%;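 also: plate controls were negative control peptide for no effect and reference peptide for full effect; strong numbers were not always called active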
Y pestis TopoI – inhibitors of Yersinia pestis topoisomerase I; Y. pestis Topo-I cleavage product accumulation, plate reader; activity, % at 10 µM; 360,000 compounds, 0.064% hits; AID 504884; in the data active = activity above about 50%, passing the limit was not always enough; also: inactives centre near 2
BH1578 lux ind – quorum light induction in luxS cqsA deficient V. cholerae; AID 588436; 350,000 compounds, 0.16% hits; activation, % at 18.7 µM; V. cholerae BH1578 lux reporter, luminescence, 6 h; in the data active = activation mostly above about 9.7%, no sharp cut-off; also: not every result past the cut was called active; inactives centre near 0; reference of the scale not given here
Numbers without * were called inactive; i = inactive; / = no result given; & = joins results of further samples. Rule as the data show it, unless noted: active = inhibition above about 30%; inconclusive = no clear call, values can overlap the other calls; inactive = below that. This is a subset. The share of hits here may be higher or lower than overall.

mol	PfHsp40 rescue	TcdB GH inh	CCHFV vOTU inh	BoNT-A LC inh2	3CLpro inhibitor	Anthrax LF prot	DUSP3 inh	SSB-PriA inh	Y pestis TopoI	BH1578 lux ind
COc1ccccc1CN(C)CC(=O)Nc1cccc2ccccc12	1.1	0.3	-9	0.7	-1	-4	10	0	31	-0.9
COc1ccccc1CNC(=O)CN(C)S(=O)(=O)c1ccc2c(c1)c(=O)n(C)c(=O)n2C	0.4	0.1	5	0.3	-3	-4	4	-7	-4	-0.4
CCn1c(=O)c2sccc2n(CC(=O)NC2CCCCC2)c1=O	-0.9	-0.6	13	-2.8	-3	2	23	-20	0	-0.5
CCn1cc(CN2CCC(n3nccc3NC(=O)CCCc3ccccc3)CC2)c(C)n1	0.3	0.8	-6	1.8	6	0	15	5	-9	i
CCOC(=O)N1CCN(S(=O)(=O)c2ccc3[nH]c(=O)oc3c2)CC1	-1.2	-0.2	23	-0.5	-4	0	5	1	-12	i
Cc1ccc(Nc2nc(N)nc(CSc3ncccn3)n2)cc1	-1.8	/	3	-0.7	-2	-4	6	-13	12	-3.2
CCOc1ccc(C2C3=C(CC(C)(C)CC3=O)N(CC(=O)O)C3=C2C(=O)CC(C)(C)C3)cc1OCC	-1.4	-0.6	-4	-4.3	-4	-12	-8	-2	11	i
CCCC1=C(C(=O)OCC)C(c2c(C)nn(-c3ccccc3)c2Cl)C(C#N)=C(N)O1 (stereo unspecified)	1.0	/	-8	0.4	5	-6	14	3	-10	-1.0
COc1cccc(NC(=O)C2COc3ccccc3O2)c1 (stereo unspecified)	-2.3	2.1	-9	2.9	-6	7	-22	-18	2	-1.6
O=C1NC(=O)C(=Cc2ccc(-c3cc(Cl)ccc3[N+](=O)[O-])o2)C(=O)N1	2.5	1.6	8	7.2	2	4	7	5	-2	-0.8
COc1ccc2nc3oc(C(=O)NCc4cccs4)cc3cc2c1	-0.2	/	6	0.3	-4	0	19	2	4	i
COc1ccc(Cn2c(C)nc3ccc([N+](=O)[O-])cc3c2=O)cc1	-1.8	0.8	7	0.4	0	10	2	9	-4	i
CC1(C)OC(=O)N(CCC(=O)Nc2cccc(F)c2)C1(C)O (stereo unspecified)	0.1	-0.2	-13	-0.2	1	0	12	-8	8	-0.5
CC(C)C(=O)N1CCN(c2ccccc2NC(=S)NC(=O)c2ccco2)CC1	-1.1	0.5	19	1.1	5	-1	-3	-8	4	-0.2
c1ccc(NCc2ccncc2)cc1	-0.1	0.1	-1	-4.3	-3	0	44	-5	4	-0.3
COc1ccc(F)c(CN2CCN(CCc3ccccc3)C(CCO)C2)c1 (stereo unspecified)	-1.9	0.9	3	-1.8	0	-2	10	-7	6	-0.5
Cn1c(=O)c(=O)n(C)c2cc(S(=O)(=O)N3CCC(Cc4ccccc4)CC3)ccc21	1.5	/	-4	-0.1	0	-7	42	-8	0	-0.3
COc1ccc(CCN2C(=O)C(Oc3ccccc3C)C2c2ccc3c(c2)OCO3)cc1 (stereo unspecified)	-0.6	-0.2	7	-2.4	0	-14	-22	-24	7	3.3
Cc1ccc(OCCOc2ccc(Cl)cc2Cl)c([N+](=O)[O-])n1	7.4	0.6	-4	-0.4	-1	0	-16	-6	14	i
COc1ccc(C)cc1NC(=O)c1cccc(C(=O)Nc2cc(C)ccc2OC)c1	0.7	1.8	-13	/	3	/	-16	-5	3	i
CCOc1ccc(C(=O)NC2CCN(C(=O)N3CCCC3)CC2)cc1	-0.9	/	-4	0.1	4	-9	-5	1	-8	1.0
Cc1ccc(NC(=O)NCC2CC2(Cl)Cl)cc1 (stereo unspecified)	1.2	0.8	1	-0.2	-3	-3	12	-4	-3	-0.4
CCCOc1ccc2cc(-c3ccccn3)c(=O)oc2c1	-0.4	0.0	-328	0.4	-1	0	7	-38	-2	i
Cc1cc(C)c(NC(=O)CN(C)C(=O)c2ccc(OCc3ccccc3)cc2)c(C)c1	-0.5	0.4	1	1.6	/	-1	/	-10	3	0.3
COc1ccc(SCCc2ccncc2)cc1	-0.6	3.5	-3	0.5	-3	3	1	-4	7	-0.3
COc1ccccc1NS(=O)(=O)c1cc(NC(=O)CN2C(=O)NC3(CCCC3)C2=O)ccc1C	-0.7	1.6	1	1.7	/	6	/	-3	15	i
Fc1cccc(NC(=S)N2CCN(c3ccccn3)CC2)c1	2.4	1.2	-3	-0.3	-3	0	26	-8	0	0.0
COc1ccc(/C=N/NC(=O)c2nnn(-c3nonc3N)c2C)cc1OC	/	-0.3	1	0.0	/	-2	/	/	-1	-0.6
CN(Cc1nc(-c2ccc3c(c2)OCO3)no1)CC1(N2CCOCC2)CCCCC1	-1.4	0.1	9	-0.8	0	-4	8	-2	19	-0.5
O=C(COC(=O)c1c2ccccc2cc2ccccc12)NCC(F)(F)F	9.2	/	2	-0.4	6	-1	-11	-60	2	0.9
CC(C)CNC(=O)COC(=O)C1c2ccccc2Oc2ccccc21	1.9	1.1	12	0.9	4	-5	/	6	3	0.6
COC(=O)c1ccc(Cn2cnc3c(sc4nc(N5CCOCC5)c5c(c43)CCCC5)c2=O)o1	3.1	/	2	1.1	6	-1	13	-8	52*	i
CC(C)NC(=O)NC(=O)CN1C(=O)NC2(CCc3ccccc3C2)C1=O (stereo unspecified)	-0.7	1.4	-13	1.2	-1	-8	-3	-8	-2	i
COc1ccccc1-n1c(C)cc(/C=C2\C(=N)N3N=C(CC(=O)N4CCOCC4)SC3=NC2=O)c1C	0.8	0.2	14	2.3	1	0	1	-1	30	-0.3
Cc1ccc(C(=O)NNC(=O)c2cccs2)cc1	-1.0	2.2	-1	-0.1	4	-3	24	-1	-12	i
COCC(=O)Nc1nc2n(n1)C(c1ccccc1)CC(c1ccc(OC)cc1)N2 (stereo unspecified)	0.2	/	-89	-0.1	4	1	4	2	16	-1.0
Cc1ccc(C(=O)N/N=c2\oc3ccccc3cc2C(N)=O)cc1	-0.2	0.8	5	-3.4	-1	-5	-10	/	5	i
O=C(COc1ccc(-n2ccnc2)cc1)Nc1cccc(F)c1	-0.8	1.1	-6	-1.4	-6	-6	-11	4	4	-0.1
O=[N+]([O-])c1ccc(SCc2ccncc2)nc1	-0.4	0.1	-3	2.1	4	15	11	-8	-4	i
CCc1ccc(NC(=O)CS(=O)CC(=O)NCC2OCCc3ccccc32)cc1 (stereo unspecified)	-0.1	/	-5	2.4	-2	1	27	-10	7	i
COc1ccccc1CN1CC(C(=O)N(C)CCc2ccccn2)CCC1=O (stereo unspecified)	/	-3.4	-3	-0.4	/	-7	/	/	2	i
CCOC(=O)c1cc(CC)sc1/N=C/C1C(=O)NC(=S)NC1=O	0.3	-1.6	-4	5.7	11	6	0	/	3	-0.4
COc1cc(/C=C2/SC(=S)N(CC(=O)NNC(=O)c3ccc(F)cc3)C2=O)cc(OC)c1OC	/	0.7	8	-0.7	/	-2	/	/	4	-0.5
COc1ccc(-c2csc3nc[nH]c(=O)c23)cc1OC	-0.5	-0.6	-11	3.3	1	6	10	0	5	0.8
CCn1c(=O)c(CCC(=O)N2CCN(c3ccccn3)CC2)c(C)c2c(C)nn(-c3cccc(C)c3)c21	1.0	1.0	16	0.9	-1	0	10	5	25	0.2
Cc1nn(C)cc1NC(=O)c1nn(C)cc1[N+](=O)[O-]	-0.1	-0.6	4	-0.1	-1	-3	-5	1	1	-3.1
COc1ccc(N2CCN(C(=O)c3ccc(CNS(=O)(=O)c4cc(C)ccc4C)cc3)CC2)cc1	0.3	-1.6	7	0.4	1	0	7	20&1	26	i
CCc1ccccc1N1CC(C(=O)N2Cc3ccccc3CC2C(N)=O)CC1=O (stereo unspecified)	-0.4	0.8	3	1.6	/	-2	/	2	0	2.5
O=C(Cc1cccc(NC(=O)C2CCCN(C(=O)C3CCCCC3)C2)c1)Nc1ccc(C(=O)N2CCCCC2)cc1 (stereo unspecified)	3.7	-0.3	-3	-0.2	/	3	/	-7	27	-0.8
Cc1cccc2cc(C(c3nnnn3Cc3ccccc3)N3CCN(c4ccccc4)CC3)c(=O)[nH]c12 (stereo unspecified)	2.4	/	7	-3.6	-3	-3	-8	-11	15	i

The last three entries of the part before come first, to join the parts:
mol	PfHsp40 rescue	TcdB GH inh	CCHFV vOTU inh	BoNT-A LC inh2	3CLpro inhibitor	Anthrax LF prot	DUSP3 inh	SSB-PriA inh	Y pestis TopoI	BH1578 lux ind
CCc1ccccc1N1CC(C(=O)N2Cc3ccccc3CC2C(N)=O)CC1=O (stereo unspecified)	-0.4	0.8	3	1.6	/	-2	/	2	0	2.5
O=C(Cc1cccc(NC(=O)C2CCCN(C(=O)C3CCCCC3)C2)c1)Nc1ccc(C(=O)N2CCCCC2)cc1 (stereo unspecified)	3.7	-0.3	-3	-0.2	/	3	/	-7	27	-0.8
Cc1cccc2cc(C(c3nnnn3Cc3ccccc3)N3CCN(c4ccccc4)CC3)c(=O)[nH]c12 (stereo unspecified)	2.4	/	7	-3.6	-3	-3	-8	-11	15	i
COCCNC(=S)N1CCc2cc(OC)c(OC)cc2C1c1cccs1 (stereo unspecified)	3.4	-0.5	-1	-0.1	3	-6	-14	-4	-12	-0.1
O=C(c1ccc2[nH]c(=O)c(=O)[nH]c2c1)N1CCN(c2ccccc2)CC1	0.9	0.9	11	0.7	-5	1	6	6	-2	-0.1
C=CCn1c(=O)c(C(=O)Nc2cc(C)ccn2)c(O)c2ccccc21	-1.1	0.9	-9	4.6	-2	1	-12	-3	-3	0.8
Cc1ccc(C)c(NC(=S)NNC(=O)c2csc(C)c2C)c1	2.1	/	-9	-0.2	3	0	-4	-2	-2	-0.4
CCc1cccc(NC(=O)c2ccc(CNc3c(N4CCCC4)c(=O)c3=O)cc2)c1	0.8	0.7	-3	0.6	-1	-5	18	-5	-7	-0.6
COc1cccc(C(c2nnnn2Cc2ccc(F)cc2)N2CCC(C(N)=O)CC2)c1OC (stereo unspecified)	-0.3	/	5	-0.7	2	1	18	-2	6	-0.7
CCn1c2ccccc2c2cc(C3N=C(N)Nc4nc5ccccc5n43)ccc21 (stereo unspecified)	0.1	-0.8	0	-0.3	7	-2	-2	-5	9	-1.5
Cc1ccc(-n2nc3c(n2)/C(=N/O)CC/C3=N\O)cc1	-1.9	/	-1	-0.6	-2	-3	18	/	6	-0.8
Cc1ccccc1C(=O)Nc1cc(NC(=O)c2ccccc2C)cc(C(=O)O)c1	-1.0	-0.2	1	-2.0	-1	19	-4	-4	-3	-1.6
COc1cccc(-c2cnc3c(NC(C)=O)cc(-c4ccccc4OC)cn23)c1	/	0.1	-4	-0.3	/	-8	/	/	13	i
Cc1cc(NC(=O)c2cncc(Br)c2)no1	0.0	/	6	1.8	-9	5	18	-22	8	/
C=CCSc1nc2ccccc2n1S(=O)(=O)c1ccc(Cl)cc1	0.7	/	2	0.0	0	4	/	-11	-3	-0.1
CCCc1c(NC(=O)Nc2ccc(F)cc2)cnn1-c1ccccc1	0.3	0.2	9	0.3	0	-5	35	-12	7	-0.3
CC(C)OC(=O)CC1=NC(=O)CS1	-0.9	/	-4	0.1	0	-9	22	-12	4	/
CCOC(=O)c1ccc(N2CCOCC2)c(NC(=O)c2c(-c3ccccc3)noc2C)c1	/	1.0	-12	/	-8	/	10	-3	10	-0.6
CC(C)NC(=O)N(C)C[C@H]1Oc2ccc(NC(=O)Cn3cnnn3)cc2C(=O)N([C@H](C)CO)C[C@@H]1C	0.1	2.0	5	-0.1	/	-4	/	-10	-1	-0.7
